Screens deposited in PubChem by several laboratories.
RBBP9 inhibitor = blocks human serine hydrolase RBBP9. O75884. recombinant RBBP9, FP-Rh probe fluorescence polarization. inhibition, % at 7.94 µM. 220,000 tested, 0.2% active. AID 1515;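 active = inhibition above the campaign mean of all tested compounds plus 3 SD, cut at about 14% in these data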;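 note: plate controls were DMSO wells with RBBP9 for no effect and wells lacking RBBP9 protein for full effect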
Target sequence (O75884 whole entry, looked up): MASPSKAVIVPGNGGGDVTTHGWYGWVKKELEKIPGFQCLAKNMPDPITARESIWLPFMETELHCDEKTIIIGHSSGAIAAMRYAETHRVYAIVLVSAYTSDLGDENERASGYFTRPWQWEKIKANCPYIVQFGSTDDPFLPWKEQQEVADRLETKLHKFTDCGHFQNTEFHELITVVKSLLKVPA
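Test system: recombinant human RBBP9. Quantity: 2.5 µM RBBP9 dispensing solution, before mixing. Detection: FP readout at 525/598 nm. Reagent: Serine-hydrolase probe FP-Rh, 375 nM pre-mixing. Measure: % inhibition. Control set: DMSO-treated enzyme wells and wells lacking RBBP9. Buffer or medium: Tris-NaCl-Pluronic buffer, pH 8.0. Times: preincubation 30 min plus labeling 45 min at 25 °C.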
BaF3 parental = parental Ba/F3 viability inhibition as JAK2V617F counter-screen. CellTiter-Glo ATP luminescence. inhibition, % at 5.6 µM. 220,000 tested, 1.1% active;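 active = inhibition above a per-campaign cutoff, the mean inhibition of all tested compounds plus 3 SD, cut at about 27% in these data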;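 note: 0% = DMSO wells and 100% = JAK Inhibitor I control wells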
S1P4 ag = human S1P4 receptor agonism | O95977 | S1P4-expressing cell line, agonist reporter assay | activation, % at 4.98 µM | 220,000 tested, 0.35% active | AID 1509; in the data active = activation above about 11%;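 note: 0% = DMSO vehicle and 100% = reference agonist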
Target sequence (O95977 whole entry, looked up): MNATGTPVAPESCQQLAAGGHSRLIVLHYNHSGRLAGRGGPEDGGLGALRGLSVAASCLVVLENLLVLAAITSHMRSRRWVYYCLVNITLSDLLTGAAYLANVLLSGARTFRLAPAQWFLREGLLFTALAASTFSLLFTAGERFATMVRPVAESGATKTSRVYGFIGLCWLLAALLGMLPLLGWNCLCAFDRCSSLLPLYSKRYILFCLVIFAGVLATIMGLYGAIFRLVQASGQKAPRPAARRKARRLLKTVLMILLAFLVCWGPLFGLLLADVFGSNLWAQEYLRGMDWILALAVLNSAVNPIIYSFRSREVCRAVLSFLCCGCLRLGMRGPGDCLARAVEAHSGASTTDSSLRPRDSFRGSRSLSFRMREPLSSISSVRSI
Runt-CBFb FRET = blocks binding of human RUNX1 Runt domain to CBFb; Q01196+Q13951; Cerulean-Runt/Venus-CBFb FRET ratio 530/480, 1 h; inhibition, % at 20 µM; 220,000 tested, 0.46% active;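 active = inhibition over about 50% at 20 µM in the single-dose screen, limit read from the data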;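 note: 0% = DMSO wells and 100% = excess unlabeled CBFb competitor control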
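Assay system: Cerulean-Runt domain fusion protein, energy donor; Signal: fluorescence energy transfer, 422 nm excitation, 530/480 nm emission; Timing: 1 h compound exposure, room temperature; Control set: unlabeled CBFb; Medium: Tris buffer pH 7.5 with salts and BSA; Compound: single test concentration of 20 µM, 1% DMSO final; Probe or stimulus: Venus-CBFb 100 nM.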
NPY2 pot ag = potentiates or activates human NPY-Y2 receptor; P49146; cells expressing NPY-Y2, potentiator/agonist read-out; activation, % at 3.6 µM; 220,000 tested, 0.45% active; AID 1359; in the data active = activation above about 27%;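 note: cells stimulated with NPY near EC25 plus isoproterenol at EC100; 0% = vehicle plus submaximal agonist and 100% = vehicle plus saturating agonist; some results beyond the cut were filed as inactive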
NPY1 pot ag = potentiates or activates human NPY-Y1 receptor; P25929; NPY-Y1 expressing cells, potentiator/agonist activation; activation, % at 3.6 µM; 220,000 tested, 0.37% active; AID 1304; in the data active = activation above about 33%, passing the limit was not always enough;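 note: cells stimulated with NPY at EC10 then isoproterenol at EC100; 0% = low agonist plus stimulus and 100% = saturating agonist plus stimulus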
Target sequence (P25929 whole entry, looked up): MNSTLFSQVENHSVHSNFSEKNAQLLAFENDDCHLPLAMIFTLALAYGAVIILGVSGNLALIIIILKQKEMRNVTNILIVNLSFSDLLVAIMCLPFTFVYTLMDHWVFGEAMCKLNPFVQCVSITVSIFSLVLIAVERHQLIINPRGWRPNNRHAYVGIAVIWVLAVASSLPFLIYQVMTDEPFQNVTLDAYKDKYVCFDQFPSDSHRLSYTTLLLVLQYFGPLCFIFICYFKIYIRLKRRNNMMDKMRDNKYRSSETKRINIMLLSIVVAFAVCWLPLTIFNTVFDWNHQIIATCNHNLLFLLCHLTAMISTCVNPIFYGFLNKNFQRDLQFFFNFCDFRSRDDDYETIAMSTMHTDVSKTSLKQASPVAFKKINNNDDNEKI
Ba/F3 V617F tox = reduce viability of Ba/F3 cells dependent on JAK2V617F | Ba/F3 EpoR-JAK2V617F viability, ATP luminescence | AID 1446 | inhibition, % at 5.6 µM | 220,000 tested, 1.1% active;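 active = inhibition above the campaign mean plus 3 SD over all tested compounds, cut at about 24% in these data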;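 note: cytokine-independent growth of Ba/F3 cells driven by EpoR plus mutant JAK2; 0% = DMSO-treated cells and 100% = JAK inhibitor I control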
NPY-Y1 antag = NPY-Y1 (human) receptor antagonism | HEK293-CNG Y1 cells, membrane potential fluorescence; NPY at EC95, then isoproterenol | inhibition, % at 3.6 µM | 200,000 tested, 1% active;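 active = inhibition above the campaign mean inhibition of all tested compounds plus 3 SD, cut at about 20% in these data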;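 note: 0% = DMSO wells given NPY plus isoproterenol and 100% = isoproterenol alone without NPY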
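Assay system: HEK293 cells with Y1 receptor plus CNG channel | Probe or stimulus: NPY (25 nM), isoproterenol (1 µM), Ro 20-1724 (25 µM) | Timing: Compound incubation 1 h at room temperature, readout 45 min post-stimulation | Measured by: Membrane-potential fluorescent dye readout | Benchmarks: High control isoproterenol alone, low control NPY with isoproterenol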
S1P4 antagonist = blocks the human S1P4 receptor; S1P4-expressing cells, antagonist mode, reporter read-out; 220,000 tested, 0.26% active; inhibition, % at 4.98 µM; AID 1510; O95977; in the data active = inhibition above about 29%;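 note: 0% = wells stimulated with agonist and 100% = vehicle wells without agonist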
Active calls of the source: *; · = no result given.

SMILES | RBBP9 inhibitor | BaF3 parental | S1P4 ag | Runt-CBFb FRET | NPY2 pot ag | NPY1 pot ag | Ba/F3 V617F tox | NPY-Y1 antag | S1P4 antagonist
COc1ccc(CCNC(=S)N2CCC(C(N)=O)CC2)cc1 | 0.9 | -6.9 | -0.4 | 23.0 | -14.7 | 22.8 | -8.4 | · | -9.7
O=C(Nc1cc2c(cc1Cl)OCCCO2)c1ccc(F)cc1 | -0.7 | 0.7 | 2.3 | -1.8 | 5.6 | 5.3 | -0.2 | -0.4 | -4.4
O=C(c1ccccc1Br)N1CCCC(c2nc(-c3cccs3)no2)C1 (configuration not stated) | -5.4 | 3.5 | 0.9 | 0.1 | 6.9 | 4.6 | -1.5 | 0.7 | -3.5
COc1cccc(N/C=C/C(=O)c2ccc(Br)cc2)c1 | -2.6 | -1.9 | -1.8 | · | 6.2 | 11.1 | -2.4 | 0.6 | 1.8
CCCCn1c(N)c(N(CC)C(=O)CCc2ccccc2)c(=O)[nH]c1=O | 5.5 | 2.9 | 0.7 | 0.5 | 8.8 | -0.3 | -5.0 | 7.3 | -0.8
Cc1c(C(=O)Oc2cc(N)n(S(C)(=O)=O)n2)cccc1[N+](=O)[O-] | 3.0 | 5.1 | 3.5 | 0.1 | -2.9 | 10.3 | 0.4 | -4.7 | -7.4
Cc1ccc(S(=O)(=O)NCc2ccc3c(c2)cc(C)n3C)cc1 | -3.7 | 0.3 | -0.1 | -4.9 | 4.2 | 3.6 | -2.3 | 6.2 | -15.0
CCc1ccc(S(=O)(=O)Nc2cccc(C3OCCCO3)c2)cc1 | -5.7 | -2.3 | 3.5 | 3.2 | 16.5 | 9.8 | -3.4 | 1.5 | -8.0
Cc1[nH]c2ccccc2c1SCc1nnc(SCc2ccccc2)n1C | -5.9 | 4.2 | 0.8 | -0.1 | 16.2 | -1.5 | 0.4 | · | 13.5
c1ccc(NCc2cccnc2)cc1 | 3.1 | 0.2 | -0.9 | 2.3 | 10.1 | -2.1 | -1.9 | 4.8 | -5.5
O=C(NCC(F)(F)F)Nc1ccccn1 | -6.5 | 4.4 | 0.2 | 1.3 | -2.0 | 17.9 | -1.4 | -6.8 | -4.7
Fc1ccc(N2CCN(Cc3cnc(Oc4ccc(Br)cc4)s3)CC2)cc1 | 1.4 | 2.7 | -0.3 | -0.7 | -10.6 | -25.8 | 3.0 | 0.0 | 3.7
COc1ccccc1N1CCN(Cc2cn[nH]c2-c2ccc(F)cc2)CC1 | 4.6 | 2.5 | -1.1 | -1.8 | -5.5 | 23.8 | -4.9 | · | -7.7
CCOC(=O)c1oc2cc(OCC(N)=O)ccc2c(=O)c1-c1ccc(OC)c(OC)c1 | -7.0 | 5.2 | -0.3 | 0.5 | 1.5 | -7.5 | -1.8 | 6.5 | 6.3
O=C(CSc1cn(CCNC(=O)c2cccs2)c2ccccc12)NC1CCCC1 | -4.2 | 12.8 | -0.9 | 1.2 | -4.8 | -3.3 | 3.0 | 3.1 | -11.9
Cc1ccc(S(=O)(=O)NNC(=O)c2c(O)c3ccccc3[nH]c2=O)cc1 | -2.8 | -2.6 | 0.1 | 4.5 | -0.4 | -17.1 | -1.7 | · | -1.9
Cc1cc(Br)ccc1SCC(=O)OCC(=O)N1CCN(C(=O)c2ccco2)CC1 | -2.6 | 4.1 | 0.8 | -1.6 | -35.8 | -61.5 | -0.5 | 15.1 | -18.2
CC1CCN(c2c(NCc3ccc(C(=O)N4CCc5ccccc54)cc3)c(=O)c2=O)CC1 | -3.6 | 3.6 | -2.4 | 0.7 | -6.9 | -8.1 | 0.6 | 10.7 | -5.4
CCc1ccc(CNc2ccc(O)cc2)cc1 | 4.3 | 2.4 | 1.5 | 3.6 | 15.0 | 7.0 | -2.6 | -0.3 | -10.8
c1nnnn1C12CC3CC(CC(C3)C1)C2 | -5.4 | 1.1 | 1.9 | 1.4 | 0.0 | -1.7 | 0.2 | 3.1 | -1.0
CCc1nccn1-c1cc(C(C)(C)C)nc2c(-c3ccc(Cl)cc3)cnn12 | 1.6 | -2.7 | 1.2 | -4.7 | 8.2 | 26.2 | -3.3 | -4.9 | -18.3
CC1CCN(C(=O)CCNS(=O)(=O)c2ccccc2)CC1 | 1.8 | 2.7 | 0.1 | -0.9 | -5.2 | -1.8 | 2.0 | -3.2 | 5.5
Cc1ccc(C)n1-c1ccc(-c2ccnc(N)n2)cc1 | -12.1 | 1.1 | 2.9 | 3.6 | -6.3 | 0.4 | 1.7 | -5.8 | -4.2
CCOC(=O)c1[nH]c(C(=O)O)c(CCN(CC)CC)c1C | -2.2 | 4.6 | 1.4 | -0.9 | -20.0 | -19.0 | -3.9 | 2.3 | -5.3
CCCCOc1ccc(CSC(=N)N)cc1Cl | 3.6 | -0.8 | 2.8 | -1.1 | -27.2 | -5.5 | -0.7 | · | -8.2
CN1C(=O)C(O)(C2COC(C)(C)CC2=O)c2cc(Br)ccc21 (configuration not stated) | -6.2 | 0.9 | -0.6 | 1.1 | -8.7 | -12.0 | -4.3 | -1.9 | -11.3
CC(C)C[C@H](NC(=O)OC(C)(C)C)c1n[nH]c(=S)n1N | -6.2 | 0.9 | 4.5 | 6.3 | 0.0 | 2.4 | -1.4 | 15.2 | -13.6
CS(=O)(=O)N(Cc1nnc(-c2cccs2)o1)c1ccc(Cl)cc1F | -0.2 | 5.5 | 1.8 | -1.8 | -16.6 | -8.4 | 6.1 | 3.2 | -3.6
CN1CCN(C(=O)c2ccc3c(c2)NC(=O)C(N2CCOCC2)S3)CC1 (configuration not stated) | -9.3 | -1.6 | -0.3 | 1.4 | 9.8 | 2.0 | -4.4 | -6.8 | -17.2
CN(C)S(=O)(=O)c1ccc(C(=O)OCc2ccc(C#N)cc2)cc1 | -2.1 | 0.6 | 0.5 | 0.6 | -3.1 | -4.2 | -4.5 | -5.4 | 7.1
Cc1nn(C)c(C)c1CN(C)S(=O)(=O)c1ccc(F)cc1 | -2.2 | 4.0 | 0.5 | 0.0 | -3.4 | -6.4 | -0.1 | 0.0 | -19.3
CNC(=S)N1CCc2cc(OC)c(OC)cc2C1COc1ccc(F)cc1 (configuration not stated) | -1.6 | 1.8 | -0.1 | -1.2 | 5.3 | -0.3 | -1.8 | -7.3 | -14.8
COC(=O)c1sc(NC(=O)C2c3ccccc3Oc3ccccc32)c(C(=O)OC)c1C | -4.5 | -0.4 | 1.7 | -5.7 | -0.1 | -12.8 | -2.1 | -1.6 | -7.7
COCCNC(=O)c1ccc(CS(=O)(=O)c2ccc(OC)cc2)o1 | -3.4 | 0.6 | 0.3 | · | 6.9 | 15.0 | 0.4 | -2.7 | -5.4
O=C(N/N=C/c1ccc[nH]1)c1cccc(Br)c1 | -4.0 | 1.7 | -0.3 | -2.4 | -0.7 | -5.8 | 0.9 | 1.7 | -17.4
N#CC1CC(c2ccccc2)Nc2cc(Cl)ccc2N1 (configuration not stated) | 2.9 | -1.3 | 1.6 | -1.7 | -3.0 | -4.5 | 2.4 | · | -0.1
NC(=O)NCC12CC3CC(CC(C3)C1)C2 | -3.7 | 6.7 | 1.4 | -0.1 | 2.9 | 2.7 | -0.7 | 2.1 | -1.2
C/C(O)=C(\C#N)P(=O)(c1ccccc1)c1ccccc1 | 1.0 | 3.8 | -0.9 | 0.5 | 5.4 | 9.9 | -5.2 | · | 6.8
CC(=O)c1c(C)[nH]c(C(=O)OCC(=O)Nc2cccc(S(=O)(=O)N3CCCC3)c2)c1C | -3.3 | 13.5 | -0.2 | 0.6 | 15.6 | 9.7 | 5.4 | -1.9 | -0.7
O=C(COC(=O)c1ccc(Br)o1)NCCc1ccccc1 | 0.0 | 6.5 | -0.6 | -0.4 | -8.7 | 1.9 | 1.4 | 6.7 | -2.7

In a second layout: entries from further up
Each structure is followed by: RBBP9 inhibitor	BaF3 parental	S1P4 ag	Runt-CBFb FRET	NPY2 pot ag	NPY1 pot ag	Ba/F3 V617F tox	NPY-Y1 antag	S1P4 antagonist
c1nnnn1C12CC3CC(CC(C3)C1)C2
  -5.4	1.1	1.9	1.4	0.0	-1.7	0.2	3.1	-1.0
CCc1nccn1-c1cc(C(C)(C)C)nc2c(-c3ccc(Cl)cc3)cnn12
  1.6	-2.7	1.2	-4.7	8.2	26.2	-3.3	-4.9	-18.3
CC1CCN(C(=O)CCNS(=O)(=O)c2ccccc2)CC1
  1.8	2.7	0.1	-0.9	-5.2	-1.8	2.0	-3.2	5.5

Next section
SMILES | RBBP9 inhibitor | BaF3 parental | S1P4 ag | Runt-CBFb FRET | NPY2 pot ag | NPY1 pot ag | Ba/F3 V617F tox | NPY-Y1 antag | S1P4 antagonist
Cc1nn(-c2ccccc2)c(Cl)c1C1C(C#N)=C(N)OC2=C1C(=O)CCC2 (configuration not stated) | -3.3 | 8.7 | -0.7 | -1.8 | -7.7 | 3.0 | 5.4 | -3.7 | -4.6
Cc1cc(C)cc(NCc2cc(=O)oc3cc(-c4ccccc4)c(O)cc23)c1 | -7.6 | 4.3 | 0.8 | -5.0 | 6.9 | 25.6 | -4.4 | 1.2 | -16.9
O=C(CCSc1nnc2ccccn12)Nc1ccc2c(c1)OCO2 | -9.4 | 4.1 | 1.4 | 1.6 | -6.1 | 16.6 | 0.2 | 1.7 | -0.1
COc1ccc(S(=O)(=O)NCC2CCCN(Cc3ccc(C)o3)C2)cc1 (configuration not stated) | -5.4 | 2.9 | 3.8 | 3.6 | 1.5 | 7.2 | -1.9 | -0.1 | 0.6
COc1ccc(CCNc2c([N+](=O)[O-])c(=O)oc3ccccc23)cc1OC | -8.7 | 6.7 | 1.0 | -1.4 | 0.7 | 15.3 | 0.1 | 3.5 | -13.2
COc1ccc(NC(=O)CN(C)S(=O)(=O)c2cccc3nsnc23)cc1 | -0.9 | 3.0 | 1.0 | 0.0 | 5.9 | 11.4 | -1.9 | -1.2 | 0.3
COc1ccccc1NC(=O)Nc1ccccc1Br | -7.3 | 0.9 | 0.6 | -2.1 | -30.5 | 5.1 | -1.6 | 0.8 | 1.8
CCn1c(=O)c2c(nc(SCc3ccccn3)n2C)n(C)c1=O | -3.2 | 7.9 | -0.9 | -2.5 | 10.5 | 8.3 | -0.8 | 3.3 | 17.6
O=C(NC1CCCCC1)C1CCN(S(=O)(=O)c2cccs2)CC1 | -1.7 | 3.4 | 1.9 | -3.3 | -1.8 | 16.0 | -3.0 | -2.2 | -11.8
O=C(O)c1cccc(NC(=O)c2cccc(S(=O)(=O)N3CCCCC3)c2)c1 | -8.1 | 3.3 | -0.5 | -2.5 | -3.2 | 8.2 | 1.2 | 2.8 | -3.5
COc1ccc(C(=O)N/N=C/c2ccc(OC)c(OS(=O)(=O)c3ccccc3)c2)cc1 | -18.2 | 5.8 | 0.2 | -4.5 | 1.9 | -0.9 | 0.8 | 3.6 | -4.6
CCC1Oc2ccccc2N(CC(=O)Nc2ccc(OC)cc2OC)C1=O (configuration not stated) | 4.5 | -1.1 | 1.4 | 0.3 | 3.4 | 0.1 | -0.2 | -4.0 | -9.8
